NR2E3 ag-1: activates human photoreceptor nuclear receptor NR2E3. GST-NR2E3/biotin-RetCOR TR-FRET, 1536-well. inhibition of corepressor binding, % at 4.78 µM. hit rate 0.12% among 320,000. AID 2300. Q9Y5X4;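 active means percent inhibition above the cutoff of mean plus 3 SD of all tested compounds, set per screening campaign, cut at about 20% in these data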;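 further: 0% = DMSO wells and 100% = biotin wells as full block of FRET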
Target sequence (Q9Y5X4 whole entry, looked up): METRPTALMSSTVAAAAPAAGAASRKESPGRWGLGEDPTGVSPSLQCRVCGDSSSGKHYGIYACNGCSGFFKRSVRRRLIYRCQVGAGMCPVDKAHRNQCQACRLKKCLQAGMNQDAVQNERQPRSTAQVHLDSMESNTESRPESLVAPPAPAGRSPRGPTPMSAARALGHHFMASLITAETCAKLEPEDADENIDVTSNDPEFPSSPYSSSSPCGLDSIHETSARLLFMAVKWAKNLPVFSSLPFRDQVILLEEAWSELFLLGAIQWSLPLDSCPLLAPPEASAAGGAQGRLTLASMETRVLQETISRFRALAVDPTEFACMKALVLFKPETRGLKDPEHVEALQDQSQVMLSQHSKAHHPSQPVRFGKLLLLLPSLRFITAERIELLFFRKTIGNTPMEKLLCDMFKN
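Material: NR2E3–RetCOR corepressor complex / Incubation: Compound–protein incubation for 5 h at 4 °C / Dosing: compound at 4.8 µM, single dose / Detection: time-resolved FRET / Benchmarks: high control biotin, low control 0.6% DMSO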
TRPM1 prom inh: MITF TRPM1 promoter inhibition in SK-MEL-5 cells; SK-MEL-5 TRPM1 promoter luciferase, 24 h; inhibition, % at 12.5 µM; hit rate 0.83% among 330,000;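 active means mean inhibition across replicates of 60% or more, whatever share of single replicates reaches that level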; further: values of inactives mirror those of a sister screen read the other way
Shn3 inh set2: reduces Shn3 3'UTR luciferase signal in osteoblasts. Clone20 osteoblast Shn3 3'UTR firefly luciferase, 24 h. inhibition, % at 12.5 µM. hit rate 0.52% among 360,000;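 active means mean inhibition of at least 75% with every replicate also reaching 75%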;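 further: 0% = median of neutral control wells and 100% = pilot-screen positive control compound; some compounds past the cut are filed as inactive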
NR2E3 ag-2: agonists of human NR2E3 nuclear receptor | inhibition of corepressor binding, % at 3.98 µM | hit rate 0.35% among 360,000 | CHO-S Gal4-NCOR/VP16-NR2E3 two-hybrid, luciferase | Q9Y5X4 | AID 602229;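 active means inhibition above the mean of all tested compounds plus 3 SD, cut at about 70% in these data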;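 further: 0% = DMSO with NR2E3 transfected cells and 100% = cells lacking NR2E3 construct; higher means lower luciferase signal from less NR2E3 corepressor binding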
CF NFkB inh: inhibitors of cystic fibrosis induced NF-kB; inhibition, % at 5 µM; hit rate 0.86% among 360,000; AID 588850; KKLEB NF-kB-GFP reporter, PAF-induced, GFP fluorescence overnight;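 active means at least 50% inhibition at 5 µM, scaled per plate between neutral and stimulator controls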;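 further: PAF is a Pseudomonas aeruginosa culture filtrate used as stimulus; plate controls were PAF-stimulated DMSO wells for no effect and unstimulated DMSO wells for full effect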
HIF-2a inh: inhibitors of HIF-2a; 786-0 RCC cells HIF-2a reporter, luciferase luminescence, overnight; inhibition, % at 18.8 µM; hit rate 0.72% among 360,000; AID 624352;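 active means inhibition of the luminescence signal of 40% or more relative to plate controls, in a single-dose primary screen at 18.75 µM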
Vif imaging: inhibitors of HIV Vif; AID 602346; inhibition, % at 7.49 µM; HEK293T cells, Vif self-association by quenched fluorescence, imaging, 24 h; hit rate 0.35% among 340,000; in the data active means inhibition above about 50%, passing the limit was not always enough; further: some results filed as inactive read as strong as hits
Peg3 promoter: reduces Peg3 promoter-driven luciferase expression in HeLa; hit rate 1.7% among 360,000; inhibition, % at 20 µM; HeLa PEG-Prom luciferase reporter, luminescence, overnight;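 active means inhibition of at least 50% at 20 µM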
CaV13 ICDI inh: Primary screen for inhibitors of IQ motif and Ca2+-dependent inactivation inhibitor domain binding in CACNA1D, Förster resonance energy transfer in living cells, …; inhibition, % at 12.3 µM; hit rate 0.098% among 340,000; HEK cells, CFP/YFP FRET ICDI-IQ, plate reader, 10 min; percent FRET-ratio fall versus neutral wells;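 active means mean replicate inhibition of at least 30% and at least 1% of replicates passing that level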;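 further: 0% = median of the neutral control wells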
KKLEB tox: counter-screen for CF NF-kB inhibitors: cytotoxicity. KKLEB CF airway cells viability, ATPlite luminescence, overnight; stronger effect = lower value; cells stimulated with P. aeruginosa culture filtrate. activity change (cytotoxicity), % at 5 µM. hit rate 0.36% among 360,000;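 active means corrected activity change at or below -50% at 5 µM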
PDI inh: blocks human protein disulfide isomerase activity; PDI insulin aggregation turbidity, A650, 90 min; inhibition, % at 10 µM; hit rate 0.052% among 350,000;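 active means mean inhibition across replicates of 30% or more, whatever share of single replicates reach that level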;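 further: absorbance from insulin aggregation driven by PDI reduction with DTT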
Target sequence (P07237 whole entry, looked up): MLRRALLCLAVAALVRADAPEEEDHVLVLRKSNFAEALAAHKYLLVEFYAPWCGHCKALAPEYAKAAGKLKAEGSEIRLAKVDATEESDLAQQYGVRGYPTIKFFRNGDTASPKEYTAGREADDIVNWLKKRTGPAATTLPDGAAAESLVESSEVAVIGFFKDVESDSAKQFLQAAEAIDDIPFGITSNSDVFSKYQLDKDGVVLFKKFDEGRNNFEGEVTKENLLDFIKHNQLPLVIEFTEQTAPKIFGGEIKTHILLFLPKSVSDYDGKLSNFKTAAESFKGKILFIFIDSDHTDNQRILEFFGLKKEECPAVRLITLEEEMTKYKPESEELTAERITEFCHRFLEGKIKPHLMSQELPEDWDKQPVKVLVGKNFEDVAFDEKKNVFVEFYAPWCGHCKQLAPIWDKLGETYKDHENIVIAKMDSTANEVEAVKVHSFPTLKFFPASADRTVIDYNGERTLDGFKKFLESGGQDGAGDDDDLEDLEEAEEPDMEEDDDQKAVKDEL
* marks the source's active call; other numbers are inactive results; . = not tested or not shown.

SMILES | NR2E3 ag-1 | TRPM1 prom inh | Shn3 inh set2 | NR2E3 ag-2 | CF NFkB inh | HIF-2a inh | Vif imaging | Peg3 promoter | CaV13 ICDI inh | KKLEB tox | PDI inh
CC1=NN(C(N)=S)C(C)(C)C1 | 0 | 10 | -3 | -14 | -9 | 20 | 4 | 16 | -5 | -1 | 2
Cc1cc(Br)c(S(=O)(=O)NCc2cccnc2)cc1C | 2 | -2 | 19 | -51 | 14 | 20 | -4 | 13 | -2 | -16 | 7
CCC(C)(C)NC(=O)C(c1ccncc1)N(C(=O)Cn1nnc2ccccc21)c1cc2c(cc1C(C)=O)OCO2 (configuration not stated) | 4 | -3 | 50 | 3 | -2 | 2 | . | 7 | 5 | 7 | -7
COCCCNC(=O)NC(=O)c1ccccc1 | -1 | -5 | 2 | -41 | -12 | -23 | . | -12 | -6 | 6 | 9
O=C(NCc1cccs1)c1cc(-c2cccc(Cl)c2)on1 | -6 | -54 | 4 | -67 | 10 | -140 | -2 | -122 | -8 | -3 | -3
CCCCCCOc1ccc(OC(=O)c2ccncc2)cc1 | 3 | -9 | -1 | 3 | -2 | -156 | 28 | -93 | -4 | -1 | -1
Cc1ccc(C(=O)N2CCN(S(=O)(=O)c3ccc(C)cc3)CC2)cc1 | -2 | 7 | 12 | 18 | 16 | 1 | -2 | -9 | -4 | -5 | 4
O=C(Nc1nnc(-c2ccccc2Cl)o1)c1ccco1 | 3 | -2 | -20 | -57 | -11 | -58 | 12 | -29 | -8 | -2 | -1
COc1cc2c(cc1OC)[C@@H](NC(=O)CCc1ccccc1)[C@H](OCc1ccccc1)C2 | . | -23 | 2 | -20 | -17 | -4 | -1 | -8 | -5 | 8 | 0
CN(c1ccccc1)c1nc(N)c([N+](=O)[O-])c(N2CCOCC2)n1 | 0 | -21 | 0 | -15 | 6 | -34 | 15 | -11 | -5 | -4 | 1
COc1ccc(/C=C2/C(=O)N(c3ccccc3)N=C2C)cc1OC | . | 3 | 4 | -20 | -14 | 21 | 15 | 17 | -19 | 8 | -6
O=C1CSC(c2ccc([N+](=O)[O-])cc2)N1c1ccc(O)cc1 (configuration not stated) | -1 | -1 | -57 | -4 | 7 | 12 | -10 | 6 | -3 | 3 | 4
COc1cc2sc(-c3ccc(S(C)(=O)=O)cc3)c(C(=O)NCc3ccc(C)o3)c2cc1OC | . | -15 | -15 | 17 | 13 | 10 | -1 | 21 | -6 | -10 | 10
CCOc1ccc(CCNC(=O)Cc2ccc(NC(=O)C3=C(C)OCCS3)cc2)cc1 | 1 | -32 | -42 | -18 | -1 | -102 | -11 | -136 | -6 | 1 | -11
CS(=O)(=O)c1ccc(-c2nnn(CC(=O)Nc3ccc4c(c3)OCCO4)n2)cc1 | 5 | -13 | -2 | -12 | -11 | -22 | 6 | 23 | -3 | -3 | -12
O=C(CNC(=O)c1ccccc1F)N/N=C/c1ccc2c(c1)OCO2 | 0 | -51 | -62 | -67 | -9 | -199 | -3 | -152 | -2 | -5 | 3
CCCc1ccc(C2=Nn3c(nnc3C(C)C)SC2)cc1 | 5 | 6 | -12 | -6 | 8 | 7 | -15 | -17 | . | -9 | 10
Cc1ccc(OCC(=O)NCCCNC(=O)c2cccnc2)cc1 | 4 | -8 | 6 | -12 | -2 | 8 | -9 | -25 | -2 | -12 | 13
CCOc1cc(/C=N/O)ccc1OS(=O)(=O)c1ccc(C)cc1 | -2 | -17 | -19 | -5 | 44 | 6 | -13 | 31 | -5 | -7 | -1
CCN(CC(=O)Nc1c(F)cccc1F)C(=O)c1ccc(COc2ccccc2)o1 | 0 | 3 | -65 | 6 | 11 | 7 | 5 | 7 | -7 | -16 | 3
O=C(Oc1c(Br)cc(Br)c2cccnc12)N1CCCCC1 | 5 | -2 | -11 | 3 | 29 | -41 | -9 | 7 | -4 | -17 | -9
O=C(CSc1nnc(-c2ccccc2F)n1C1CC1)N1CCCC1 | . | . | -13 | 4 | 0 | 3 | . | -2 | -9 | 4 | 0
COc1ccc(C)cc1N(CC(=O)Nc1cccc(N(C)S(C)(=O)=O)c1)S(C)(=O)=O | 4 | -2 | 16 | 6 | 4 | 2 | 5 | 10 | -10 | 5 | -4
CC(=O)NN1C(=O)c2ccccc2NC1c1cccc([N+](=O)[O-])c1 (configuration not stated) | -3 | 0 | -18 | -22 | -11 | 18 | 18 | 2 | -3 | 5 | -3
CCOc1cc(/C=N/NS(=O)(=O)c2ccccc2)ccc1OS(=O)(=O)c1ccc(C)cc1 | 1 | 6 | . | 4 | -7 | 9 | . | 6 | . | 10 | 10

Part of the list above, as tab-separated lines:
canonical_smiles	NR2E3 ag-1	TRPM1 prom inh	Shn3 inh set2	NR2E3 ag-2	CF NFkB inh	HIF-2a inh	Vif imaging	Peg3 promoter	CaV13 ICDI inh	KKLEB tox	PDI inh
COCCCNC(=O)NC(=O)c1ccccc1	-1	-5	2	-41	-12	-23	.	-12	-6	6	9
O=C(Oc1c(Br)cc(Br)c2cccnc12)N1CCCCC1	5	-2	-11	3	29	-41	-9	7	-4	-17	-9
O=C(Nc1nnc(-c2ccccc2Cl)o1)c1ccco1	3	-2	-20	-57	-11	-58	12	-29	-8	-2	-1

The list continues:
SMILES | NR2E3 ag-1 | TRPM1 prom inh | Shn3 inh set2 | NR2E3 ag-2 | CF NFkB inh | HIF-2a inh | Vif imaging | Peg3 promoter | CaV13 ICDI inh | KKLEB tox | PDI inh
Cc1nc2scc(-c3ccc(Cl)cc3)c2c(=O)n1N | 6 | -8 | 1 | 12 | 12 | -3 | 4 | 7 | -4 | -10 | 5
O=C(Nc1ccccc1)C1CCCN1/C=C/C(=O)C(F)(F)F (configuration not stated) | 0 | -20 | 0 | 16 | -2 | -7 | -3 | -17 | 13 | 2 | 5
CSc1ccc(/C=C(\C#N)C(=O)NC2CCCCC2C)cc1 (configuration not stated) | 0 | -2 | 15 | -33 | 53* | -2 | -8 | -18 | -4 | -29 | -5
Cc1occc1-c1nnc(SCC(=O)Nc2c(F)cccc2F)n1C | 5 | -2 | -7 | 0 | -22 | -20 | . | -12 | -1 | 0 | -1
COCCNC(=O)CSc1nc2cc3c(cc2c(=O)n1CCCC(=O)NCc1ccc(OC)cc1)OCO3 | 5 | 3 | -27 | 9 | 24 | 5 | -2 | 4 | 4 | -1 | -9
CCOC(=O)N1CCN(CC(=O)c2c(C)[nH]c3ccccc23)CC1 | 1 | 17 | -2 | -1 | 12 | 11 | 3 | 11 | . | 0 | 0
CN(C(=O)c1ccccc1C(=O)OCC(=O)Nc1ccccc1)c1ccccc1 | 3 | 5 | 3 | -3 | -1 | -27 | -2 | -4 | -5 | 10 | -3
Cc1cn(C2OC(CC(=O)Oc3ccccc3)C(O)C2O)c(=O)[nH]c1=O (configuration not stated) | 1 | 1 | -40 | -4 | -1 | 11 | 7 | 3 | -5 | 1 | 6
COc1ccc(C(=O)N2N=C(c3ccc(NS(C)(=O)=O)cc3)CC2c2cccs2)cc1 (configuration not stated) | -5 | 0 | 4 | -7 | 2 | 7 | . | 39 | -18 | -26 | 5
c1ccc(Oc2cccc3cccnc23)nc1 | 0 | -9 | 17 | 4 | 3 | 8 | 6 | 5 | -5 | -3 | 10
COc1ccc(CNC(=O)C(=O)NCC2CCCO2)cc1 (configuration not stated) | 3 | 7 | 1 | -7 | 3 | 12 | . | -4 | . | -4 | 3
Nc1c(NCc2ccccc2)c(=O)[nH]c(=O)n1Cc1ccccc1 | 2 | -6 | -1 | -30 | 15 | 2 | 26 | 8 | . | -5 | 3
O=c1cc(COn2nnc3ccc(C(F)(F)F)cc32)nc2sccn12 | 0 | 7 | -10 | -6 | -2 | 18 | 8 | 2 | -4 | 9 | -10
COc1ccc(CNC(=O)CN2CCN(S(=O)(=O)c3cccs3)CC2)cc1OC | 4 | -1 | -19 | 14 | 1 | 4 | 1 | -1 | 15 | 0 | -1
CCN1CCN(C2=C(Cl)C(=O)N(Cc3ccccc3)C2=O)CC1 | 4 | 16 | 13 | 12 | -2 | 7 | . | 18 | . | -4 | -2
Cc1ccc(S(=O)(=O)N2CCOCC2)cc1NC(=O)COc1cccc(Oc2ccccc2)c1 | 0 | 2 | 8 | -20 | -5 | 4 | 1 | 18 | -6 | 2 | 15
Cc1ccccc1C(=O)NC(=S)Nc1ncccn1 | -2 | -35 | -17 | -33 | 7 | -267 | -2 | -204 | -3 | 4 | 2
O=C1C2CCCN2C(c2ccc(F)cc2)N1c1cccc(Cl)c1 (configuration not stated) | -2 | 13 | -14 | -5 | 3 | 15 | 0 | 12 | -11 | 13 | .
COc1ccc(C(=O)N2CCN(C3CCC(c4ccccc4)CC3)CC2)cc1OC (configuration not stated) | 4 | 4 | 21 | 12 | 2 | 9 | -4 | 18 | -3 | 2 | -34
Cc1ccc(SCc2c(C(=O)N/N=C/c3ccoc3)nnn2-c2nonc2N)cc1 | -5 | 14 | 7 | -18 | -10 | 6 | 4 | 8 | -7 | 3 | 23
Cc1ccc(C(N)=S)c(C)c1 | 0 | 1 | 24 | -14 | 4 | 16 | -4 | 5 | 17 | 6 | 1
CN1CCC(NC(=O)Cc2c(F)cccc2Cl)CC1 | 2 | -9 | -13 | 6 | -13 | 4 | 3 | -4 | -5 | 4 | 5
O=C(CCCN1C(=O)/C(=C/c2cccc(Br)c2)SC1=S)Nc1cccnc1 | 0 | 9 | -22 | -3 | 25 | 49* | 2 | 76* | 1 | -9 | -1
c1cncc(CSc2ccc(-c3cccs3)nn2)c1 | -6 | -61 | -21 | -54 | -5 | -235 | 12 | -242 | -3 | -4 | -7
O=C(c1ccccc1F)N1CCOCC1 | 0 | -3 | -12 | 3 | 43 | 4 | 3 | 14 | 6 | -27 | 0
SMILES | NR2E3 ag-1 | TRPM1 prom inh | Shn3 inh set2 | NR2E3 ag-2 | CF NFkB inh | HIF-2a inh | Vif imaging | Peg3 promoter | CaV13 ICDI inh | KKLEB tox | PDI inh
O=c1c2ccccc2nnn1CSc1nnc(-c2cccnc2)n1-c1ccccc1F | 1 | -10 | -14 | -5 | 1 | 4 | 2 | -1 | . | 18 | 4
Cc1ccc(S(=O)(=O)N2CCCCC2)cc1NC(=O)c1ccc2ccccc2n1 | -1 | -8 | 2 | 0 | -8 | -5 | 8 | 1 | -16 | 9 | -3
CC(C)(C)c1ccc(C2/C(=C(\O)c3ccc4c(c3)OCCO4)C(=O)C(=O)N2CCCN2CCOCC2)cc1 (configuration not stated) | 2 | -2 | -22 | -13 | -1 | 1 | 1 | -4 | -3 | 11 | 2
O=C(NCCC(=O)N1CCN(c2ccccc2O)CC1)c1ccc(Br)cc1 | 3 | 11 | 8 | 11 | 13 | -2 | 2 | 9 | -2 | 7 | 5
COc1ccc(NC(=S)N(Cc2cccnc2)Cc2ccco2)cc1 | -3 | 7 | 2 | -7 | 5 | 20 | -5 | 8 | -3 | 6 | 5
CCN1CCN(C(=O)c2cc3nc(-c4ccccc4)cc(C(F)(F)F)n3n2)CC1 | 5 | 5 | 22 | 2 | 10 | 10 | 5 | 0 | . | 0 | 9

Bioassay records (PubChem)
